GLD-1 RNA inh: GLD-1-TGE RNA interaction inhibition (C. elegans); purified GLD-1 + fluorescein TGE RNA, fluorescence polarization; AID 2280; inhibition, % at 5.96 µM; 320,000 tested, 0.44% active;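 active = percent inhibition above a per-plate cutoff, the plate mean of test compounds plus 3 SD, cut at about 30% in these data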;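 note: 0% = DMSO wells with GLD-1 and probe and 100% = wells lacking GLD-1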
VLA-4 inh: inhibition in a human VLA-4 binding assay; AID 2557; 330,000 tested, 0.2% active; P13612; inhibition, % (about 7 µM as worked out from the volumes in the protocol); VLA-4 expressing cells, ligand binding flow cytometry; in the data active = inhibition above about 50%
AGP1 TOR yeast: modulators of TOR pathway AGP1-GFP in S. cerevisiae | S. cerevisiae AGP1-GFP multiplex flow cytometry, 3 h; GFP as percent of DMSO wells | GFP response vs DMSO, % at 10 µM | 320,000 tested, 0.02% active | AID 2066;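 active = GFP response relative to DMSO above a set limit, near screen average plus 3 SD, cut at about 150% in these data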;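 note: median GFP channel fluorescence of the gated AGP1 strain per well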
BCLXL inh: Bcl-xL (human) inhibition. Q07817. GST-Bcl-xL / FITC-Bim BH3 peptide fluorescence polarization. inhibition, % at 10.9 µM. 320,000 tested, 0.7% active;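 active = inhibition above the mean of all tested compounds plus 3 SD, cutoff set per campaign, cut at about 30% in these data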;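 note: 0% = DMSO wells and 100% = unlabeled Bim-BH3 peptide competitor; inhibitors lower millipolarization by displacing the labeled peptide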
MCL1 BIM primary: inhibitors of human MCL1 binding to BIM-BH3 peptide; inhibition, % at 10.9 µM; GST-MCL1 / FITC-Bim-BH3 fluorescence polarization; 320,000 tested, 0.68% active;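 active = inhibition above the mean inhibition of all tested compounds plus 3 SD, set per campaign, cut at about 40% in these data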;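 note: 0% = DMSO wells and 100% = unlabeled Bim-BH3 peptide control; higher means more loss of mP so more displacement of Bim peptide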
Target sequence (Q07820 whole entry, looked up): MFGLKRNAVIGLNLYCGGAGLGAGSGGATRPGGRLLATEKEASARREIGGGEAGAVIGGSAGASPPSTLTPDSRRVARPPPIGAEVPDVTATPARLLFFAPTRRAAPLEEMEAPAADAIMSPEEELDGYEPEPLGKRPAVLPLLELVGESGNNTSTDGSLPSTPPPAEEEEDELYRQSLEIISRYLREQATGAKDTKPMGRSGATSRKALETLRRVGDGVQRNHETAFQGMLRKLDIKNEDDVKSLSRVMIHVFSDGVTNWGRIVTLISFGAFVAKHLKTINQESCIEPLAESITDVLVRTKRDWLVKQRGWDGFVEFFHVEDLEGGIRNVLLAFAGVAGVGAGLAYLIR
GRK2 aptamer HTS: inhibitors of human GRK2 displacing RNA aptamer; P25098; bead flow cytometry, FAM-aptamer displacement from GRK2; inhibition of aptamer binding, % at 10 µM; 330,000 tested, 0.59% active; AID 488847;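 active = inhibition of aptamer binding above 40%, roughly 3 SD of noise, on plates passing a quality check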;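 note: median bead fluorescence of bound FAM aptamer so fluorescent compounds give negative values; no value below 0 was filed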
Target sequence (P25098 whole entry, looked up): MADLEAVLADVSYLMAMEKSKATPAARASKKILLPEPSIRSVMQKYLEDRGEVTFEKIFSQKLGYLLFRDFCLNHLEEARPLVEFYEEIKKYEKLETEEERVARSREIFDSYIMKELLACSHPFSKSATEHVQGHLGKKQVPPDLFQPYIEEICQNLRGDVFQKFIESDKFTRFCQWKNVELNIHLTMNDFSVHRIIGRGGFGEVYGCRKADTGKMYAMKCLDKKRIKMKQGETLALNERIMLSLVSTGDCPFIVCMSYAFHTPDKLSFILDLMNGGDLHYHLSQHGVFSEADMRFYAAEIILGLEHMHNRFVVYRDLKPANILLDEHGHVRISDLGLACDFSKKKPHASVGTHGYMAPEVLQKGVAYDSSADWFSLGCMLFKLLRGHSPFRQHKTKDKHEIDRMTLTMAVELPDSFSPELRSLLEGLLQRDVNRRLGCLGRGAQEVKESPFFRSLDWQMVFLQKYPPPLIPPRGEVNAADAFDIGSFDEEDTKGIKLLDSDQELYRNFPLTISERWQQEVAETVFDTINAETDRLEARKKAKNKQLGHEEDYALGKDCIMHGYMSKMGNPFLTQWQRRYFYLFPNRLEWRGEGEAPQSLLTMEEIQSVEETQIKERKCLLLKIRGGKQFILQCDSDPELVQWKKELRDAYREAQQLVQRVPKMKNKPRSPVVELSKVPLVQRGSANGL
MEX-5 binding: C. elegans MEX-5 TCR-2 RNA binding activity | Q9XUB2 | MEX-5/FITC-TCR2 RNA binding, fluorescence polarization; active compounds read low | activity score (negative = inhibition of binding), % at 10 µM | 300,000 tested, 0.38% active;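 active = inhibition past about -25% in most replicates, and total fluorescence under double the plate's negative control median, limit read from the data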;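 note: 0% = DMSO and -100% = 5 µM competing unlabeled TCR2 RNA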
CR mimetic SO: caloric restriction mimetics inhibiting age-related superoxide in yeast; 330,000 tested, 0.18% active; S. cerevisiae aged cells, superoxide DHE fluorescence; active compounds read low; AID 2690; superoxide response (% of plate mean), % at 10 µM;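 active = superoxide response under a set limit, about three screen SD below normal, cut at about 65% in these data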;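 note: yeast aged for seven days with compound at 30 °C before DHE staining; 100% = average MFI of all compound-treated wells on the plate with controls excluded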
CIT2 TOR yeast: yeast TOR pathway CIT2-GFP modulation | S. cerevisiae CIT2-GFP strain, flow cytometry, 3 h; 100 means same as DMSO wells | GFP response vs DMSO, % at 10 µM | 320,000 tested, 0.065% active | AID 2029;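 active = GFP response relative to DMSO above a set limit, near the screen mean plus 3 SD, cut at about 150% in these data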;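 note: ratio of well median GFP fluorescence to mean of DMSO wells on the plate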
The depositor's hits bear a star; i = inactive; . = not tested or not shown; + = active, no number; [ ] = remark or other dose.

Values in the order – VLA-4 inh | MEX-5 binding | GRK2 aptamer HTS | CR mimetic SO | AGP1 TOR yeast | BCLXL inh | MCL1 BIM primary | GLD-1 RNA inh | CIT2 TOR yeast
CC(NC(=O)CCc1nnc(C2(c3ccc(Cl)cc3)CCC2)o1)C1CC1 (centres undefined)
  10 | 1.6 | 0 | 90 | 94 | 2 | 12 | 2 | 102
Fc1cccc(F)c1/C=N/Nc1ccccn1
  9 | 0.3 | 1 | 93 | 93 | 4 | 4 | 7 | 90
COc1ccc(N(CC(=O)NCCSCc2ccco2)S(=O)(=O)c2ccccc2)cc1Cl
  -19 | 5.8 | 0 | 107 | 98 | 4 | 0 | 5 | 101
CCOC(=O)c1cc(C(=O)Nc2cccc(C)c2)nn1C
  7 | 2.3 | 0 | 73 | 96 | -3 | -6 | 2 | 96
COc1ccc(C(=O)Nc2cc(C(=O)O)cc(C(=O)O)c2)cc1Cl
  5 | -2.5 | 3 | 88 | 95 | 4 | 1 | 0 | 99
CC(C)C1C(C#N)=C(N)SC(N)=C1C#N
  0 | -1.8 | 0 | 104 | 102 | -7 | -17 | -16 | 90
CCOC(=O)Cn1c(=NC(=O)c2nc3ccccc3s2)sc2cc(S(N)(=O)=O)ccc21
  -8 | -0.2 | 0 | 107 | 98 | 7 | 0 | -1 | 97
O=C(NCC(=O)N1CC=C(c2ccccc2)CC1)c1ccccc1Br
  7 | 2.5 | 0 | 107 | 95 | 4 | -2 | 3 | 110
Cc1ccc(-c2nnc(SCC(=O)N3c4ccccc4NC(=O)C3(C)C)n2N)cc1
  10 | 2.1 | 1 | 115 | 100 | -2 | -24 | -5 | 94
O=C(Nc1ccc(Cc2ccncc2)cc1)c1ccc([N+](=O)[O-])o1
  11 | -1.5 | 3 | 95 | 91 | 2 | 0 | 3 | 96
O=C(NCC1CCCO1)c1ccc(Br)c(S(=O)(=O)N2CCOCC2)c1 (centres undefined)
  i | . | 0 | 101 | 786*[may fluoresce green] | 1 | 9 | -1 | +[may fluoresce green]
CN(C)S(=O)(=O)c1cccc(NC(=O)COC(=O)/C=C/c2cccs2)c1
  1 | 2.4 | 1 | 105 | 98 | 6 | 6 | 2 | .
CCCCNC(=O)c1nn(-c2ccccc2OC)c(=O)c2ccccc12
  3 | -0.5 | 0 | 121 | 112 | 8 | 0 | -4 | 124
CCC(=O)Nc1nc2ccc([N+](=O)[O-])cc2s1
  5 | 0.6 | 1 | 98 | 101 | 1 | 10 | -9 | 87
NC(=O)c1oc2ccccc2c1NC(=O)CCc1ccccc1
  21 | 0.5 | 0 | 91 | 103 | 3 | -2 | 6 | 100
Nc1ccc(-n2nncc2-c2ccccc2)cc1
  -24 | -1.2 | 1 | 95 | 90 | 0 | 1 | 2 | 90
Cc1ccccc1Nc1nc(N)nc(CSc2ccccc2)n1
  2 | -1.3 | 0 | 80 | 92 | 4 | 8 | 7 | 105
COC(=O)c1c(-c2ccc(C)cc2)csc1NC(=S)NC(=O)c1ccc(F)cc1
  6 | -1.7 | 0 | 94 | 81 | 0 | 10 | 3 | 79
CCN(c1ccc(NC(=O)COC(=O)c2ccc3ccccc3n2)cc1)C(C)C
  10 | 0.7 | 1 | 111 | 102 | -4 | 5 | -2 | 100
CCCCn1c(SCC(=O)Nc2cc(C)on2)nnc1-c1cccs1
  -6 | 0.2 | 0 | 92 | 107 | -1 | 3 | 0 | 98
CCn1c(SCC(=O)N2CCc3ccccc32)nnc1-c1ccco1
  -9 | -2.0 | 2 | 100 | 103 | 2 | 5 | 5 | 96
O=C(Oc1ccc(N2C(=O)CCC2=O)cc1)c1ccco1
  6 | 4.0 | 1 | 98 | 100 | 0 | -3 | 7 | 98
CCN(CC)c1ccc(/C=N/N2CCOCC2)cc1
  -4 | -0.2 | 0 | 98 | 106 | 13 | -3 | 2 | 100
Cc1ccc(SCCC(=O)N2CCC(C)CC2)cc1
  24 | 0.1 | 1 | 110 | 94 | -6 | -13 | -3 | 83
Cn1c(Cc2ccccc2)nnc1SCC(=O)NCCc1ccccc1
  -2 | 0.7 | 0 | 100 | 99 | 6 | 9 | 5 | 96
CC1CC(C)CN(C(=O)c2ccc(NS(=O)(=O)c3ccc4[nH]c(=O)[nH]c4c3)cc2)C1 (centres undefined)
  10 | -0.3 | 4 | 116 | 104 | -2 | -4 | 4 | 100
Clc1ccc(-c2cccs2)nn1
  6 | 0.5 | 2 | 92 | 100 | 2 | -3 | -1 | 108
CCN(CC)CCCNC(=O)CC1Sc2ccccc2NC1=O (centres undefined)
  10 | -1.0 | 3 | 103 | . | 5 | 9 | 0 | 110
COc1ccc(Br)cc1CNCCSc1nnnn1C
  -16 | -1.4 | 2 | 113 | 100 | 1 | -4 | 0 | 95
C=CCc1c(N(CC)CC)nc(C)[nH]c1=O
  26 | -0.2 | 0 | 108 | 102 | 8 | 10 | -1 | 94
O=C(CS(=O)CC(=O)N(CC(=O)NC1CCCC1)c1ccc2c(c1)OCCO2)Nc1ccc(F)cc1 (centres undefined)
  8 | -1.7 | 0 | 117 | 104 | -5 | -5 | 7 | 91
COc1ccc(NC(C#N)c2ccccc2OCc2ccccc2)cc1 (centres undefined)
  -15 | 0.6 | 1 | 97 | 93 | 5 | 2 | -6 | 92
O=C(c1cccc(S(=O)(=O)N2CCCCCC2)c1)N1CCN(c2ccccc2F)CC1
  -11 | 2.4 | 2 | 89 | 103[may fluoresce green] | -3 | -9 | 4 | 94[may fluoresce green]
Cc1cc(NC(=O)CS(=O)(=O)c2cn(Cc3ccccc3Cl)c3ccccc23)no1
  17 | -0.5 | 0 | 118 | 97 | 1 | 0 | 7 | 98
N=c1c2c(n(Cc3ccccc3)c3c1CCC3)CCC2
  7 | -0.9 | 0 | 102 | 99 | 4 | -1 | -3 | 99
Nc1nonc1-n1nnc(C(=O)N/N=C/c2cccnc2)c1CSc1ccc(Cl)cc1
  1 | 0.8 | 1 | 104 | 84 | 1 | -2 | -5 | 95
COc1cccc(C2=CC(=O)C[C@H](c3ccc(F)cc3)C2)c1OC
  0 | . | 1 | 117 | 98 | 7 | 0 | 3 | 91
CCc1cc(C(=O)N/N=C/c2ccc(O)cc2)c2ccccc2n1
  6 | -1.1 | 0 | 94 | 95 | 0 | 3 | 1 | 98
C#CCN1C(=O)C(O)(CC(=O)c2cc(OC)ccc2OC)c2ccccc21 (centres undefined)
  5 | -0.1 | 6 | 106 | 97 | 5 | 5 | -11 | 89
CCN(CC)S(=O)(=O)c1ccc(NC(=O)COc2cccc(-n3cnnn3)c2)cc1
  -2 | . | 0 | 126 | 100 | . | . | 0 | 100
Cc1ccc(-n2nnnc2-c2cnc3cc4c(cc3c2C)OCO4)cc1
  -6 | 1.9 | 0 | 92 | 97 | -2 | 0 | -2 | 98
CCOC(=O)c1c(CN(C)C)oc2cc(CN(C)C)c(O)c(CSc3ccccc3)c12
  -2 | 1.3 | 0 | 103 | 82 | 9 | 12 | 4 | 84
CC(C)(C)N/N=C1\CC(c2ccccc2)Oc2ccccc21 (centres undefined)
  2 | 0.6 | 0 | 109 | 96 | 5 | 4 | 5 | 104
CC(=O)NCCc1ccc(S(=O)(=O)NCc2ccc3c(c2)OCO3)cc1
  -2 | -3.0 | 1 | 107 | 95 | 0 | 5 | 2 | 94
CC(=O)c1cccc(CN2CCC(n3nccc3NC(=O)CCCc3ccccc3)CC2)c1
  14 | -1.7 | 0 | 97 | 97 | 1 | -4 | -1 | 99
O=C(O)CN1C(=O)/C(=C\c2cccc(OCc3ccccc3F)c2)SC1=S
  8 | -2.7 | 4 | 122 | 102 | 13 | 19 | -1 | 88
CCCc1c(C(=O)Nc2ccc(F)cc2)cnn1-c1ccccc1
  11 | 0.6 | 0 | 91 | 104 | -1 | 3 | -4 | 93
COc1ccc(F)cc1S(=O)(=O)NC1CC(C)(C)NC(C)(C)C1
  -3 | -2.0 | 3 | 94 | 106 | 2 | 0 | 3 | 106
CC(C)(C)OC(=O)N1CCC(C(=O)N[C@@H](Cc2ccccc2)C(=O)O)CC1
  7 | 1.8 | 0 | 119 | 85 | -4 | 0 | 3 | 87
CCC1Oc2ccccc2N(CC(=O)Nc2ccccc2OC)C1=O (centres undefined)
  8 | -0.1 | 2 | 84 | 94 | 4 | 8 | 2 | 102
CCCC(=O)Nc1c2c(nn1-c1cccc(Cl)c1)CS(=O)(=O)C2
  2 | -0.7 | 3 | 97 | 107 | 3 | 1 | 2 | 103
Cc1cc(C(=O)NCCc2ccc(S(N)(=O)=O)cc2)no1
  8 | 2.8 | 1 | 91 | 90 | 3 | 0 | 0 | .
Cn1ccsc1=NC(=O)c1cccc(OC(F)F)c1
  6 | -2.8 | 0 | 94 | 89 | 0 | -2 | -3 | 90
COc1ccc(/C=N/NC(=O)c2c(C)n(C)c3ccc(OC)cc23)c(OC)c1
  -3 | -0.2 | 0 | 108 | 94 | 4 | -3 | 0 | 104
O=C1CCCN1c1ccc(S(=O)(=O)Nc2ccc3c(c2)OCCO3)cc1
  -61 | -3.9 | 1 | 118 | 93 | -3 | 1 | -3 | 94
Cn1ncc(Cl)c1C(=O)N/N=C/c1cc2c(cc1[N+](=O)[O-])OCO2
  11 | -1.6 | 0 | 97 | 94 | -3 | 11 | -3 | 99
O=C(NCCc1ccccc1)c1ccc(Cl)cc1[N+](=O)[O-]
  -4 | 3.2 | 0 | 80 | 93 | . | . | . | 86
Cc1ccc(S(=O)(=O)c2cc(O)ccc2O)cc1C
  -4 | 0.3 | 2 | 96 | 108 | 5 | 3 | 2 | 111
COc1cccc(-c2cc(C(=O)NCCCn3ccnc3)no2)c1
  -5 | 0.7 | 0 | 85 | 102 | 0 | 5 | -6 | 102
C[C@@]12C(=O)Nc3cc(Cl)ccc3C(=O)N1[C@H]1c3cc(Cl)ccc3OC[C@@H]1[C@@H]2c1ccccc1
  -2 | . | 8 | 87 | 89 | . | . | 3 | 81

Additional compounds
Values in the order – VLA-4 inh | MEX-5 binding | GRK2 aptamer HTS | CR mimetic SO | AGP1 TOR yeast | BCLXL inh | MCL1 BIM primary | GLD-1 RNA inh | CIT2 TOR yeast
Cc1nn(C)c(=O)c(N)c1-c1cc(-c2ccc(Cl)c(Cl)c2)n[nH]1
  -2 | -1.7 | 2 | 81 | 101 | 3 | 1 | 9 | 96
CCn1c(SCC(=O)Nc2ccc(OC)cc2)nc2nc3c(cc2c1=O)CCCC3
  9 | 0.2 | 0 | 93 | 107 | 2 | -10 | 1 | 100
CCOC(=O)c1cnn(-c2cc(C(C)(C)C)nc3c(-c4ccccc4)c(C)nn23)c1N
  8 | 1.3 | 0 | 114 | 114 | 0 | 3 | -3 | 100
Cc1ccc(C(=O)COC(=O)CCN2C(=O)C3C4CCC(C4)C3C2=O)cc1C (centres undefined)
  0 | 2.6 | 5 | 98 | 107 | 1 | 1 | -1 | 112
CSCCNC(=O)Nc1c(-c2c(Cl)cccc2Cl)noc1C
  1 | 0.2 | 2 | 86 | 98 | 3 | -6 | -2 | 96
CCOC(=O)C1=C(c2ccccc2)NC(=O)NC1c1ccc(OC)cc1OC (centres undefined)
  12 | 1.8 | 0 | 86 | 100 | -1 | -1 | 0 | 99
CC(=O)Nc1ccc(S(=O)(=O)NCC(=O)OCC(=O)NC(=O)C2CCCCC2)cc1
  -15 | -1.4 | 2 | 105 | 96 | 0 | -2 | -2 | 95

From PubChem BioAssay
